# Assay outcomes (PubChem BioAssay)
# NS5 inhibitors – Dengue-2 NS5 methyltransferase inhibitors, primary screen, biochemical, confirmation dose response (AID 588689); Genome polyprotein (Dengue virus type 2 (strain 16681-PDK53)); Dengue-2 NS5 methyltransferase capping enzyme assay, biochemical; higher % means a stronger effect; inhibition, % at 25 µM; hits with a dose series show IC50 in µM; 340,000 tested, 0.3% active; in the data active = a potency from the dose series; inconclusive = inhibition above about 29% without an active follow-up result
# Myeloid diff MLP – induction of myeloid progenitor differentiation, primary screen, cell-based, flow cytometry, MLPCN library. ER-HoxA9 myeloid progenitors, lysozyme-GFP differentiation. calls only at 10 µM. AID 624256, 2012. 360,000 tested, 1% active;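 active = normalized GFP-positive differentiation at or above the plate's own cutoff, the solvent-only control mean plus 3 SD; inconclusive = no clear call, values can overlap the other calls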;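 note: cells exposed to compound for four days before flow analysis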
# XIAP displacement – XIAP antagonists, biochemical, IAP family, fluorescence polarization (AID 1018); E3 ubiquitin-protein ligase XIAP (Homo sapiens); 200,000 tested, 0.007% active; displacement, % at 20 µM, or IC50 in µM where a hit was titrated; XIAP BIR domain, fluorescence polarization peptide displacement; higher % means a stronger effect; in the data active = displacement above about 50%; note: a part of the inactive calls stands beside numbers as strong as those of hits
# LYP inhibition – inhibitors of LYP phosphatase, biochemical, fluorescence intensity, uHTS (AID 1779); one-dose inhibition, % at 11.5 µM; IC50 in µM for titrated hits; Tyrosine-protein phosphatase non-receptor type 22 (Homo sapiens); 290,000 tested, 0.054% active; recombinant LYP phosphatase, fluorescence intensity; higher % means a stronger effect;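 note: plate controls were vehicle with enzyme for no effect and no enzyme for full effect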
# HEK293 NOD2/NF-kB – NOD2 signaling inhibitors, cell-based, luminescence, uHTS, HEK293 (AID 1566). 290,000 tested, 0.63% active. inhibition, % at 4 µM, or EC50 in µM where a hit was titrated. HEK293 NOD2/NF-kB luciferase reporter, luminescence; higher % means a stronger effect; note: many of its hits are not listed in these tables
# AID2073 – inhibitors of Mint1-CaV2.2 protein interaction, biochemical, HTRF (AID 2073); one-dose inhibition, % at 20 µM; IC50 in µM for titrated hits; HTRF protein-protein interaction, Mint1-CaV2.2; higher % means a stronger effect; 290,000 tested, 0.19% active; in the data active = inhibition mostly above about 51%, no sharp cut-off; inconclusive = no clear call, values can overlap the other calls; inactive = mostly below about 53%; note: some results filed as inactive read as strong as hits
# Lipid droplet – inhibitors of hepatocyte lipid droplet formation, primary screen, imaging, high-throughput imaging, BODIPY stain. AML12 mouse hepatocytes, oleate lipid droplets. inhibition, % at 6.5 µM. 240,000 tested, 0.4% active. AID 1656, 2009;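 active = lipid droplet intensity inhibited by at least 50%, with more than 500 cells counted; inconclusive = wells with under 300 cells, treated as cytotoxic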
#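 Test system: AML12 hepatocytes (mouse); reagent: oleate loading, 100 µM; dosing: one dose, 6.5 µM compound; incubation: overnight exposure; signal: fluorescence imaging, 20x objective, two fields per well; read-out basis: % inhibition of corrected integrated BODIPY droplet signal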
# SIAH1 antagonists – Siah-1 peptide-binding antagonists, primary screen, biochemical, fluorescence polarization, rhodamine-plectin, uHTS (AID 1817) | E3 ubiquitin-protein ligase SIAH1 (Homo sapiens) | 290,000 tested, 0.02% active | Siah-1 / rhodamine-plectin peptide fluorescence polarization; higher % means a stronger effect | displacement, % at 20 µM, or IC50 in µM where a hit was titrated;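 active = displacement of at least 50% at 20 µM, with a fluorescence ratio check between 0.3 and a set limit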;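 note: plate controls were Siah plus tracer with DMSO for no effect and tracer alone without Siah for full effect; strong numbers were not always called active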
# HIV peptide binding – inhibitors of HIV fusion peptide binding, primary screen, biochemical, uHTS, fluorescence dequenching (AID 1986); cell-free peptide binding, fluorescence dequenching, 30 min; higher % means a stronger effect; one-dose inhibition, % at 20 µM; IC50 in µM for titrated hits; 290,000 tested, 0.3% active; in the data active = inhibition mostly above about 52%, no sharp cut-off; inactive = mostly below about 76%; note: some results filed as inactive read as strong as hits
# Lipid droplet cells 6.5 µM – recorded beside Lipid droplet, whose call it bears; cell count; measured here: cell count, cytotoxicity flag;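 cells counted across two imaged fields per well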
# NS5 inhibitors pilot replicate – recorded beside NS5 inhibitors, whose call it bears; inhibition, %; measured here: pilot screen replicate inhibition
# Myeloid diff MLP GFP+ MAC1+ % – also measured in Myeloid diff MLP; calls as there; GFP+ MAC1+ double positive, %; measured here: differentiation confirmed by MAC1 staining
# The depositor's hits bear a star; i = inactive; u = inconclusive; x = no result given. Cut-off read from the data, not from the text of the source, unless noted: active = inhibition above about 50%; inactive = the rest. Not all compounds are listed; count on the stated rates, not on these rows.
SMILES,NS5 inhibitors,Myeloid diff MLP,Myeloid diff MLP GFP+ MAC1+ %,XIAP displacement,LYP inhibition,HEK293 NOD2/NF-kB,AID2073,Lipid droplet,Lipid droplet cells 6.5 µM,SIAH1 antagonists,HIV peptide binding,others
O=C(NCCN1CCCc2ccccc21)C1CCC(=O)N(CCc2ccccc2)C1 (configuration not stated),-4%,i,0.0,x,-4%,0%,-10%,-34,697,12%,4.2%,
Clc1ccc(CO/N=C/c2cccs2)cc1,x,i,0.8,x,-7%,-18%,0%,3,766,-6%,0.0%,
Cc1onc(-c2c(Cl)cccc2Cl)c1C(=O)NCC1CCCO1 (configuration not stated),-6%,i,7.8,-3.4%,1%,14%,9%,-21,698,-2%,0.3%,
COc1ccc(-c2nnn(CC(=O)N(CC(=O)NCCC(C)C)c3ccccc3)n2)cc1OC,-4%,i,4.4,0.1%,-4%,-6%,-5%,x,x,-1%,0.3%,
CCc1nc2ccc(C(=O)O)cc2nc1CC,-5%,i,0.5,-9.5%,2%,-63%,4%,12,499,6%,9.4%,
Cc1cccc(N2CCN(S(=O)(=O)c3ccc4c(c3)n(C)c(=O)c(=O)n4C)CC2C)c1 (configuration not stated),-6%,i,1.2,-3.4%,-9%,2%,8%,x,x,2%,-1.5%,NS5 inhibitors pilot replicate=3.8
Cc1sc2ncn(CC(=O)OC(C)C)c(=O)c2c1C,x,x,x,-5.6%,-9%,8%,-6%,-16,740,5%,0.6%,
Cc1ccc(-n2nc3c(c2NC(=O)CC(C)C)CS(=O)C3)cc1 (configuration not stated),-3%,i,2.2,x,-8%,14%,10%,u,x,2%,2.0%,
O=C(CN1CCOCC1)Nc1ccc2c(c1)CCC2,-1%,i,0.2,x,-8%,3%,-12%,-15,637,2%,1.3%,
O=c1c(-c2ccccc2)c(O)c2ccccc2n1-c1ccccc1,-3%,i,1.8,x,-8%,1%,7%,x,x,9%,-1.1%,
Cc1ccc(OCc2cc(C(=O)NCc3cc(F)ccc3C)no2)cn1,-7%,i,2.8,x,-4%,11%,10%,-1,684,4%,-1.6%,
Cc1ccsc1CNC1C2CC3CC(C2)CC1C3 (configuration not stated),-4%,i,0.4,-3.9%,-10%,16%,3%,10,726,2%,0.0%,
Cc1ccc(C(=O)N2CCN=C2SCc2ccc([N+](=O)[O-])cc2)cc1C,0%,i,0.3,-5.7%,9%,14%,2%,-9,684,0%,4.8%,
CCOc1ccc(CCNC(=O)C2CCN(c3nn4c(=O)cc(C)nc4s3)CC2)cc1,8%,i,0.8,-0.1%,0%,5%,-7%,-10,742,0%,-2.4%,
CC1CCN(C(=O)c2cc3ccccc3cc2O)CC1,2%,i,1.0,x,-5%,3%,14%,-4,798,2%,1.2%,
COc1ccc(C(=O)N[C@H](C(=O)NCc2ccco2)C(C)C)cc1,-6%,i,0.2,-7.7%,-3%,9%,21%,13,730,2%,0.3%,
CCC(C)OC1OC(CO)C(O)C(O)C1NC(C)=O (configuration not stated),1%,i,0.7,-26%,-5%,7%,0%,-16,650,-1%,0.2%,
CC(C)(C)N1CC(C(=O)Nc2ccc(S(N)(=O)=O)cc2)CC1=O (configuration not stated),-5%,i,0.5,x,-1%,-3%,14%,-2,868,1%,1.0%,NS5 inhibitors pilot replicate=-1.2
Cc1ccc(Oc2ccc(C=O)cn2)cc1,-1%,i,0.3,-5.2%,-4%,-4%,-5%,7,724,0%,-0.1%,
Cc1ccc2c(c1)[C@@H](O)C[C@@H](C)N2N=O,8%,i,0.5,-8.4%,-2%,4%,5%,-13,541,10%,1.0%,
CN=c1scc(C)n1/N=C/c1ccc(O)cc1,-12%,i,1.1,-3.1%,2%,-100%,-13%,-5,707,-5%,-0.9%,
CCCCCn1c(=O)[nH]c2cc(C(=O)NCCCN(C)Cc3ccccc3)ccc2c1=O,1%,i,0.3,-9.9%,2%,-12%,12%,7,724,-2%,0.0%,
CCCN(CCC)S(=O)(=O)c1ccc(NC(=O)Cc2cccs2)cc1,-1%,i,1.7,-8.1%,-1%,4%,4%,-1,786,0%,4.4%,
NC(=O)CSc1ncc(-c2ccccc2)[nH]1,-4%,i,6.6,-0.5%,-9%,-13%,15%,x,x,-1%,3.0%,
O=C(CSc1nnc(CCCN2C(=O)c3cccc4cccc(c34)C2=O)n1-c1ccccc1)NCCCN1CCOCC1,-4%,i,1.0,-1.6%,-1%,16%,-8%,2,695,-3%,-2.6%,
COc1ccc(OC)c(Cc2nnc(CCC(=O)N3CCCCC3c3nccs3)o2)c1 (configuration not stated),-1%,i,0.1,-7.6%,-1%,-55%,29%,-16,655,11%,0.8%,
COC(=O)c1c(-c2ccncc2)csc1NC(=O)c1ccoc1C,-1%,i,6.0,-0.3%,-2%,-44%,4%,1,667,4%,-1.4%,
O=C(NCc1ccncc1)C12CC3CC(CC(C3)C1)C2,-2%,i,0.5,-8.5%,-11%,5%,3%,x,x,-1%,-3.6%,
CCOC(=O)c1ccc(NC(=O)CCS(=O)(=O)c2cccc3nonc23)cc1,-4%,x,x,x,0%,3%,1%,-3,795,3%,-0.3%,
CCOc1cc(C(=O)NC(C)C2CCCO2)cc(OCC)c1OCC (configuration not stated),-1%,i,0.6,-3.0%,-5%,3%,-10%,11,683,-3%,-2.6%,

# Overlap with the part before: 2 compounds, followed by the next part.
SMILES,NS5 inhibitors,Myeloid diff MLP,Myeloid diff MLP GFP+ MAC1+ %,XIAP displacement,LYP inhibition,HEK293 NOD2/NF-kB,AID2073,Lipid droplet,Lipid droplet cells 6.5 µM,SIAH1 antagonists,HIV peptide binding,others
CCOC(=O)c1ccc(NC(=O)CCS(=O)(=O)c2cccc3nonc23)cc1,-4%,x,x,x,0%,3%,1%,-3,795,3%,-0.3%,
CCOc1cc(C(=O)NC(C)C2CCCO2)cc(OCC)c1OCC (configuration not stated),-1%,i,0.6,-3.0%,-5%,3%,-10%,11,683,-3%,-2.6%,
COc1ccc(NC(=S)Nc2cccc(C(C)=O)c2)cc1OC,-5%,i,0.3,-5.3%,-1%,-1%,11%,-5,685,1%,-3.0%,
O=c1cc(CSc2nnc(Nc3ccccc3)s2)nc2sccn12,-4%,i,0.5,-6.1%,-5%,9%,6%,23,806,0%,2.9%,
COc1ccc(CC(=O)OC2CCCN(C)C2)cc1 (configuration not stated),-5%,i,0.4,-1.4%,-10%,7%,-1%,-12,693,3%,0.0%,
O=C(NCc1ccncc1)C(=O)N/N=C/c1ccccn1,-4%,i,0.2,-6.1%,-3%,-7%,12%,-3,755,6%,-2.9%,
CCOC(=O)Cc1csc(NC(=S)NC(=O)c2ccccc2Br)n1,4%,i,0.7,-5.5%,-3%,-10%,37%,-24,619,-5%,-1.4%,
CC(C)c1nc2sc3c(SCC(N)=O)ncnc3c2c2c1CCC2,2%,i,0.2,x,-5%,36%,42%,-1,750,4%,-1.5%,
Cc1ccc(C(=O)NNC(=O)CSc2nnc(C(C)C)n2C)cc1,4%,i,1.5,x,-8%,0%,26%,11,778,0%,-0.2%,
CCOc1ccc(N=C2Sc3nc4ccc(C)cc4cc3CN2CCOC)cc1,-3%,i,0.2,2.4%,5%,-5%,-16%,-1,730,1%,9.5%,
Cc1cc(C(=O)Nc2c(F)cc(F)cc2Br)cs1,3%,i,2.3,x,-8%,9%,8%,21,741,2%,0.0%,
Cn1c(-c2ccc3c(c2)OCO3)cnc1NCc1ccccc1Cl,-14%,i,0.5,-6.3%,-6%,-41%,7%,15,677,9%,-2.7%,
Cc1cc(C)cc(CC2CC(=O)N(c3ccc([N+](=O)[O-])cc3)C2=O)c1 (configuration not stated),x,i,0.2,x,-8%,9%,-5%,10,862,0%,2.3%,
Cc1ccc(-c2nc3[nH]c(=O)cc(NC(=O)C(C)C)n3n2)cc1,2%,i,0.3,x,-4%,18%,25%,x,x,13%,1.4%,
NC(=O)CSc1nnnn1-c1ccc(OC(F)(F)F)cc1,0%,i,2.2,-2.5%,-8%,10%,0%,x,x,-4%,-2.8%,
Cc1cc(C)cc(NC(=S)N2CCC(NC(=O)c3ccco3)CC2)c1,-6%,i,0.8,x,-14%,-4%,-11%,8,756,8%,1.7%,
Cc1c(N=Cc2cc(Br)cc(Br)c2O)cccc1C(=O)O,1%,i,0.9,-0.1%,-7%,20%,-8%,19,584,-11%,24%,
CC(C)(C)NC(=O)COC(=O)CNC(=O)c1cc(Cl)cc([N+](=O)[O-])c1,-4%,i,0.7,-4.7%,-5%,-1%,19%,21,678,1%,0.8%,
COc1ccc(CN2CCNC(=O)C2CC(=O)NCc2csc(C)n2)c(F)c1 (configuration not stated),6%,i,1.7,x,-13%,4%,-3%,-39,749,1%,1.4%,
Cc1ccc(NC(=O)COc2cccc3ccc(C)nc23)c(Br)c1,3%,i,3.2,-3.2%,-16%,3%,1%,4,665,0%,-0.3%,
Fc1ccc(C2CC(c3ccco3)n3ncnc3N2)cc1 (configuration not stated),1%,i,1.6,-8.6%,-7%,24%,-9%,8,716,-2%,0.2%,

# Entries shown so far that have an aryl methoxy group, in the order listed:
SMILES,NS5 inhibitors,Myeloid diff MLP,Myeloid diff MLP GFP+ MAC1+ %,XIAP displacement,LYP inhibition,HEK293 NOD2/NF-kB,AID2073,Lipid droplet,Lipid droplet cells 6.5 µM,SIAH1 antagonists,HIV peptide binding,others
COc1ccc(-c2nnn(CC(=O)N(CC(=O)NCCC(C)C)c3ccccc3)n2)cc1OC,-4%,i,4.4,0.1%,-4%,-6%,-5%,x,x,-1%,0.3%,
COc1ccc(C(=O)N[C@H](C(=O)NCc2ccco2)C(C)C)cc1,-6%,i,0.2,-7.7%,-3%,9%,21%,13,730,2%,0.3%,
COc1ccc(OC)c(Cc2nnc(CCC(=O)N3CCCCC3c3nccs3)o2)c1 (configuration not stated),-1%,i,0.1,-7.6%,-1%,-55%,29%,-16,655,11%,0.8%,
COc1ccc(NC(=S)Nc2cccc(C(C)=O)c2)cc1OC,-5%,i,0.3,-5.3%,-1%,-1%,11%,-5,685,1%,-3.0%,
COc1ccc(CC(=O)OC2CCCN(C)C2)cc1 (configuration not stated),-5%,i,0.4,-1.4%,-10%,7%,-1%,-12,693,3%,0.0%,
COc1ccc(CN2CCNC(=O)C2CC(=O)NCc2csc(C)n2)c(F)c1 (configuration not stated),6%,i,1.7,x,-13%,4%,-3%,-39,749,1%,1.4%,
